High-throughput results as filed in PubChem BioAssay.
RORg inh = ROR gamma (mouse) transcription inhibition. P51450. Drosophila S2 Gal4-RORgamma UAS-luciferase reporter, 20 h. Potency, µM (titrated, usually from 53.6 µM), inactives show top-dose activity change, negative = inhibition, hits mostly inhibitors. actives 5.4% (n = 310,000). AID 2551; also: potency is read from the fitted curve at half-maximal effect; % is scaled to controls: 0 for no effect and ±100 for the full control effect; nearly all actives have a fitted effect of over 60% in size
Target sequence (P51450 whole entry, looked up, the tested form may be a part): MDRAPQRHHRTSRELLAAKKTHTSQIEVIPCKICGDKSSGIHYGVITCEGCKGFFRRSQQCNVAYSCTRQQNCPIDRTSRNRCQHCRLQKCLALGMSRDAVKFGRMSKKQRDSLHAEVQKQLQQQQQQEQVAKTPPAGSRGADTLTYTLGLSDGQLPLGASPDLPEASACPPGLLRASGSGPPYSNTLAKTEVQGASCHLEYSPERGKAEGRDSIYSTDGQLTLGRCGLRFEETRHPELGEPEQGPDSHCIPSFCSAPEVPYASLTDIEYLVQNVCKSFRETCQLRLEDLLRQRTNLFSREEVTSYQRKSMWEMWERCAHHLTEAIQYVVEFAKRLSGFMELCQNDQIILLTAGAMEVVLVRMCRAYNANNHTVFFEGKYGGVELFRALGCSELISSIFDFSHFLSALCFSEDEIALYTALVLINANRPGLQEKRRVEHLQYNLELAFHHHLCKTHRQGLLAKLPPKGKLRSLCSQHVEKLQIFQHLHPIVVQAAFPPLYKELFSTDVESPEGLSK
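Read-out: Photinus luciferase luminescence; inhibitors lower reporter signal. Insect Schneider cells with Gal4-ROR gamma fusion under metallothionein promoter, UAS reporter; 700 uM final copper sulfate induction, 20 hr, ambient temperature.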
Tb PFK block = T. brucei PFK enzyme inhibition; AID 485367; actives 0.17% (n = 330,000); Potency, µM (top dose mostly 57.5 µM), for inactives: top-dose activity, negative = inhibition, most hits filed as inhibitors; T. brucei PFK, ADP-Glo luminescence; O15648;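 also: potency is read from the fitted curve at half-maximal effect; 0% = uninhibited 1x PFK enzyme wells and -100% = no-enzyme wells; nearly all actives have a fitted effect of over 60% in size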
Target sequence (O15648 whole entry, looked up): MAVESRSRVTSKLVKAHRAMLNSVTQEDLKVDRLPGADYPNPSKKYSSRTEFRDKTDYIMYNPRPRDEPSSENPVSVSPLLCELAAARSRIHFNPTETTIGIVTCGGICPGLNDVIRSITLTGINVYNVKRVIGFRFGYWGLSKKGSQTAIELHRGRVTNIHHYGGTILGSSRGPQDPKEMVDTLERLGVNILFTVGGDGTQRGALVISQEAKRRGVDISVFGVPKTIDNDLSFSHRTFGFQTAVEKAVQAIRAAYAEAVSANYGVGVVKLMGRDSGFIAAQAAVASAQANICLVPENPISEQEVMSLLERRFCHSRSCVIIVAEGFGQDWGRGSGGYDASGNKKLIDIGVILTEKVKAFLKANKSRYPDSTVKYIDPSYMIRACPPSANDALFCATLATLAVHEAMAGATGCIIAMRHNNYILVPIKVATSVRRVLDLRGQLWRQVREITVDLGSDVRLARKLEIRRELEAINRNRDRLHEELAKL
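In TEA buffer at pH 8.0 with 5 mM MgCl2, enzyme (1.25 nM) converted F6P (0.5 mM) and ATP (0.1 mM) for 45 min at room temperature. ADP product was read by luciferase luminescence.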
VP16 counter = counter-screen for ROR gamma inhibitors: Gal4-VP16 reporter; Potency, µM (titrated, usually from 53.6 µM), for inactives: top-dose activity, negative = inhibition, hits mostly inhibitors; actives 3.5% (n = 310,000); Drosophila S2 Gal4-VP16 UAS-luciferase, luminescence, 20 h;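 also: Gal4-VP16 expression switched on by copper sulfate through the metallothionein promoter; potency is read from the fitted curve at half-maximal effect; % is scaled to controls: 0 for no effect and ±100 for the full control effect; nearly all actives have a fitted effect of over 50% in size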
NPC1 promoter act = activators of NPC1 promoter; Huh7 NPC1 promoter luciferase reporter, 24 h; Potency, µM (series often up to 9.22 µM), for the others: top-dose activation, usual class: activators; actives 2.4% (n = 320,000);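 also: potency is read from the fitted curve at half-maximal effect; % of control where 0% means no effect; nearly all actives have a fitted effect of over 60% in size; reporter is driven by a mutant NPC1 promoter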
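In 1536-well qHTS, Huh7 cells harboring an NPC1 promoter–luciferase construct received compound for 24 h; activation was quantified by luminescence following luciferase reagent addition.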
uPA generation = cell surface uPA generation inhibition; cell surface uPA generation assay, qHTS; Potency, µM (series often up to 38.3 µM), without a hit: at the highest dose activity change, negative = inhibition, hits mostly inhibitors; actives 0.31% (n = 330,000); active = well fitted inhibition curve with a large enough effect; inconclusive = small, poorly fitted or top-dose-only effect; inactive = no such curve, though single readings can be large or run the other way; tested in mouse RAW 264.7 cells; also: potency is read from the fitted curve at half-maximal effect; % is scaled to controls: 0 for no effect and ±100 for the full control effect; nearly all actives have a fitted effect of over 55% in size
ELG1 genotox = induces genotoxicity in HEK293T cells with luciferase-tagged ELG1. HEK293T ELG1-luciferase reporter, luminescence, 16 h. Potency, µM (highest dose often 46 µM), for inactives: at the highest dose activity change, positive = activation, most hits filed as activators. actives 1.3% (n = 330,000). AID 504466; also: potency is read from the fitted curve at half-maximal effect; % of control where 0% means no effect; nearly all actives have a fitted effect of over 60% in size
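HEK293T cells expressing luciferase-tagged ELG1 were treated with compound or DMSO for 16 hr at 37°C. Luciferase activity was then read after 30 min with ONE-Glo at room temperature; rising signal flags genetic stress.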
Giardia kill = kills Giardia lamblia; Giardia lamblia trophozoite viability; activity change, % at 7.66 µM, hits read low; actives 0.15% (n = 340,000); in the data active = activity change below about -80%; inconclusive = between about -30% and that limit;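 also: parasites exposed to compound for two days anaerobically before the ATP read; % is scaled to controls: 0 for no effect and ±100 for the full control effect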
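Viability, read as ATP luminescence: trophozoites at 100 cells/well, compound added, 48 hrs anaerobic at 37 deg C, then 15-30 min room-temperature development before reading.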
FLuc modulator = firefly luciferase modulation, counter-screen for miR-21 project. AID 588342. actives 6.9% (n = 360,000). Potency, µM (highest dose often 57.5 µM), without a hit: at the highest dose activity change, negative = inhibition, usual class: inhibitors. purified FLuc, Km substrates, luminescence inhibition. P08659;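 also: potency is read from the fitted curve at half-maximal effect; plate controls were vehicle for no effect and reference inhibitor for full effect; nearly all actives have a fitted effect of over 55% in size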
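Purified P. pyralis luciferase, 10 nM final, with Km-level 10 uM D-luciferin and 10 uM ATP in 50 mM Tris acetate pH 7.5, 10 mM Mg acetate, 0.01% Tween-20, 0.05% BSA; 6-point qHTS titration about 60 µM downward; luminescence read.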
KCNH2 3.1 block = KCNH2 3.1 (human) potassium channel inhibition | activity change, % (tested at about 1.8 µM) | actives 0.95% (n = 340,000) | AID 720553 | U2OS KCNH2 3.1, thallium flux FluxOr; stronger effect = lower value;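 active = maximum activity change below -70%; inconclusive = maximum activity change from -70% to -50%; inactive = maximum activity change above -50%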;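 also: thallium influx rate constant from kinetic fluorescence after stimulation buffer; % is scaled to controls: 0 for no effect and ±100 for the full control effect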
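We transduce U2OS cells with the mutant 3.1 virus, culture them overnight, load FluxOr with Red40 quencher for 45 min, then add stimulation buffer and read kinetically for 2 min to derive a normalized rate constant.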
Rab9 prom act = activates the Rab9 promoter; Potency, µM (highest dose often 9.22 µM), for the others: top-dose activation, negative = inhibition, actives largely listed as activators; AID 485297; actives 2.8% (n = 320,000); Huh7 Rab9 promoter-luciferase reporter, luminescence, 24 h; also: potency is read from the fitted curve at half-maximal effect; % of control where 0% means no effect; nearly all actives have a fitted effect of over 60% in size
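Promoter activation is measured as luciferase luminescence in Huh7 cells stably transfected with a Rab9 promoter–luciferase construct, following 24 h compound exposure at 37 °C and 10 min reagent incubation at ambient temperature.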
FBPA coupling cs = coupling enzyme interference in Giardia aldolase counter-screen; coupling enzyme system counterscreen, AmpLite Red fluorescence; activity change, negative = inhibition, % at 58.2 µM, hits read low; actives 0.67% (n = 290,000); AID 2472; in the data active = activity change below about -30%; also: % is scaled to controls: 0 for no effect and ±100 for the full control effect
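Final compound at 57.5 uM, incubated 10 min at RT with coupling enzyme reagent (glyceraldehyde-3-phosphate), then 20 min with substrate and AmpLite Red detection. Fluorescence read at 525/598 nm; tests interference with the coupling assay, not aldolase inhibition.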
An asterisk follows results filed as active; ? = inconclusive; nt = no result given; & = joins results of further samples; [ ] = another dose, or the depositor's remark. Unless noted, calls follow the shape of the dose curve; as a rule, active = well fitted curve in the direction sought with a large enough effect; inconclusive = small, poorly fitted or top-dose-only effect, or another doubt; inactive = no such curve, though single readings can be large; an effect the other way counts as inactive or inconclusive.

molecule	RORg inh	Tb PFK block	VP16 counter	NPC1 promoter act	uPA generation	ELG1 genotox	Giardia kill	FLuc modulator	KCNH2 3.1 block	Rab9 prom act	FBPA coupling cs
COc1ccc(CCCc2nnc(SCC(=O)Nc3cccc(C)c3)o2)cc1	-32%	4%	-2%	0%	7%	4%	-9	?	-9	-3%	-1
CCC(=O)NC(=S)Nc1ccc(NC(=O)c2ccc([N+](=O)[O-])cc2Cl)cc1	-29%	-1%	-14%	0%	0%	-4%	-15	0%	14	1%	0
CCCCN(C(=O)c1cccc(-n2cnnn2)c1)c1c(N)n(CC(C)C)c(=O)[nH]c1=O	nt	-3%	nt	-2%	2%	0%	-5	5%	27	-7%	nt
COc1ccc(CCNC(=O)C(=O)NCC2CCCN2S(=O)(=O)c2ccccc2)cc1OC (centres undefined)	nt	-14%	nt	0%	-5%	-22%	-1	0%	-8	-1%	nt
CC(=O)N1CCN(Cc2nc3cc(NC(=O)c4cccc(Br)c4)ccc3n2C)CC1	-3%	1%	-4%	-9%	-4%	-1%	-6	-19%	-5	?	3
CC(C)CC(NC(=O)C1CCC(C)CC1)C(=O)Nc1ccc2c(c1)OCCO2 (centres undefined)	22%	1%	12%	22%	0%	?	-13	17µM*	1	27%	-1
CC(C)CC(NC(N)=O)C(=O)Nc1cccc([N+](=O)[O-])c1 (centres undefined)	3%	-1%	12%	0%	-3%	-4%	5	0%	2	6%	1
COc1ccc(/C=N/N(C)c2cc(=O)n(C)c(=O)[nH]2)cc1OC	-3%	-1%	-1%	0%	-3%	?	9	17µM*	nt	5%	-12
CCCC(=O)Nc1nnc(/C=C/c2ccc(OC)cc2)s1	-29%	7%	25%	22%	1%	2%	-6	?	0	17%	1
O=C(CSc1nnc(Cc2ccccc2)o1)N1CCCC1	15%	-11%	22%	0%	1%	6%	-4	-2%	18	-28%	3
CC(O)CCc1ccc(O)cc1 (centres undefined)	-30%	3%	3%	-4%	8%	5%	-5	0%	-14	-3%	3
CCOC(=O)N1CCC(NC(=O)c2cnn3cccnc23)CC1	-3%	4%	3%	1%	-2%	-1%	-17	-4%	2	4%	0
CC(C(=O)O)n1c2ccccc2c2cnn(C)c(=O)c21 (centres undefined)	0%	1%	-3%	-3%	3%	-1%	6	-1%	6	10%	4
Oc1ccc(/C=N/n2c(COc3ccccc3)n[nH]c2=S)cc1O	-28%	6%	-4%	-8%	-5%	5%	1	-12%	16	-1%	-2
CC(C)(C)c1ccc(OCCC(=O)OCC(=O)NC(=O)NC2CCCC2)cc1	nt	0%	nt	0%	-9%	-44%[inhibitor]	-26	?	-14	16%	nt
CN(CCc1ccccn1)C1CC(=O)N(c2ccc(Cl)cc2)C1=O (centres undefined)	?	2%	?	0%	-1%	1%	-16	0%	3	3%	5
Cc1cc(C)nc(SCc2ccc(C(=O)N/N=C3\CC(C)CC(C)(C)C3)cc2)n1 (centres undefined)	35%	6%	-2%	-1%	1%	0%	-25	-1%	-20	-2%	0
CCOc1ccccc1CN1C(=O)NC2(CCCCCC2)C1=O	10%	-13%	2%	1%	1%	1%	-2	-1%	-5	-1%	7
CCc1ccc(-c2cc(C)no2)cc1S(=O)(=O)N1CCN(c2ccccn2)CC1	-1%	0%	6%	2%	-10%	-14%	10	-1%	11	-9%	nt
CC(NCCOCCOc1ccccc1)c1ccccc1 (centres undefined)	-19%	-1%	-13%	-1%	6%	-2%	5	-2%	-17	2%	4
O=C1CC(SC(=Nc2ccccc2)Nc2ccccc2)C(=O)N1c1cccc(Cl)c1 (centres undefined)	?	0%	-15%	-3%	32%[activator]	-8%	13	6%	-5	-2%	-3
Cc1ccc(NC(=S)c2ccccc2)cc1	11µM*	-4%	?	?	-8%	?	-11	4.8µM*	3	2.5µM*	1
COc1ccc(-c2nc(CS(=O)CC(=O)NCc3ccc4c(c3)OCO4)c(C)o2)cc1 (centres undefined)	11µM*	2%	4%	0%	2%	-1%	27	-16%	4	1%	2
Cc1ccc(F)cc1NC(=O)CCOc1ccccc1	-4%	1%	22%	-2%	-2%	-1%	-17	-3%	-1	3%	1
CCCOc1ccc(/C(O)=C2/C(=O)C(=O)N(CCCOC)C2c2cccnc2)cc1 (centres undefined)	41%	13%	18%	0%	8%	0%	?	1%	-1	0%	7
CCn1c2ccccc2c2nc3cc(S(=O)(=O)N4CCOCC4)ccc3nc21	8%	?	-28%	-2%	-17%	-14%	8	?	5	-8%	0
O=C(c1cccc(F)c1)N(Cc1nc2ccccc2c(=O)[nH]1)C1CCCC1	6.3µM*	-1%	?	-3%	9%	-3%	?	7%	-1	-4%	0
CCC(=O)N1CCN(c2ccc(NC(=O)COc3cccc(C)c3C)cc2)CC1	44%	-3%	-3%	-1%	-2%	-21%	2	3%	15	-1%	-2
COc1cc(SC)ccc1C(=O)NCCc1c[nH]c2ccccc12	?	5%	-7%	20%	-1%	10%	-2	?	-4	16%	-4
O=C(CN1C(=O)c2cccc([N+](=O)[O-])c2C1=O)N1CCN(c2ccc(F)cc2)CC1	7%	3%	10%	-4%	-5%	12%	11	3%	1	1%	1
CCN(C(=O)COC(=O)c1cccnc1Nc1cccc(C(F)(F)F)c1)C1CCS(=O)(=O)C1 (centres undefined)	?	-3%	?	2%	4%	-3%	-12	-2%	-8	0%	-11
NC(=O)c1cc(N2C(=O)C=CC2=O)ccc1Cl	7.1µM*	-2%	7.1µM*	-1%	-9%	1%	12	?	22	-2%	9
O=C(c1ccccc1)c1cccn1CC(=O)N1CCN(c2ccc(F)cc2)CC1	19%	4%	1%	1%	2%	-1%	12	3%	-4	-12%	1
CCOc1ccc(NC(=O)NNC(=O)C2CCC(C(C)(C)C)CC2)cc1 (centres undefined)	-1%	2%	1%	2%	1%	-1%	9	-3%	-1	-5%	4
Cc1ccc(C2NC(=O)c3ccccc3N2)s1 (centres undefined)	?	2%	11%	-3%	-10%	18µM*	-26	?	-6	11%	3
O=C(Nc1ccccc1-c1ccccc1)c1cccc([N+](=O)[O-])c1	-13%	2%	-4%	5%	-1%	3%	-10	-26%	-13	11%	0
CN(CC(=O)Nc1ccc(Cl)cc1)C(=O)C1=COCCO1	nt	5%	nt	0%	1%	5%	3	11%	-2	-1%	nt
Cc1cc[n+](-c2nc([O-])sc2/C=N/Nc2ccc([N+](=O)[O-])cc2)cc1	-2%	1%	4%	-2%	-3%	5%	-1	-6%	4	-4%	3
O=C(O)c1ccc(NC2=C(Cl)C(=O)c3ccccc3C2=O)cc1	?	?	5%	-33%[inhibitor]	-13%	-16%	-6	?	-19	-42%[inhibitor]	19
COC(=O)CN(c1nc(C)c(Cl)c(OC)n1)S(=O)(=O)c1ccc(C)cc1	17%	2%	3%	-1%	-6%	-6%	2	1%	5	1%	-1
CN1CCN(C(CNS(=O)(=O)c2ccc(F)cc2)c2cccnc2)CC1 (centres undefined)	-6%	-2%	4%	0%	1%	1%	0	1%	-7	-3%	1
O=C(CN=C1NS(=O)(=O)c2ccccc21)OCC(=O)c1ccccc1	-2%	0%	-5%	7%	1%	-2%	13	-7%	19	-1%	-2
FC(F)(F)c1ccccc1/C=N/n1c(C2CCCCC2)n[nH]c1=S	7.9µM*	-3%	?	-5%	?	2%	-8	4%	-2	0%	-1
O=C1NCCN1Cc1ccccc1	1%	1%	-13%	-2%	nt	0%	-2	3%	-6	0%	0
Cc1cccc(NC(=O)CSc2nnc(CNC(=O)c3ccco3)n2C)c1	15%	-8%	1%	1%	-6%	-2%	5	6%	-20	-3%	0
O=S(=O)(Nc1cccc(Oc2ccc(Cl)cc2)n1)c1ccc(F)cc1	1%	-1%	-15%	-3%	5%	-5%	17	-3%	-11	-4%	4
O=C(COC(=O)/C=C/c1cccc(C(F)(F)F)c1)NCc1cccs1	nt	-12%	nt	5%	5%	0%	-14	nt	-3	4%	nt
CN1C(=O)Cc2cc(S(=O)(=O)N3CCN(c4cccc(C(F)(F)F)c4)CC3)ccc21	?	0%	-30%	2%	-11%	1%	5	-1%&-1%	-19	0%	nt
COc1ccc(CN(C)c2ncnc3sccc23)c(OC)c1OC	37%	-4%	-4%	-26%	-25%	-4%	-10	-3%	-2	-17%	1
CCN(CC)S(=O)(=O)c1ccc(OC)c(NC(=O)c2ccc(=O)[nH]c2)c1	-13%	-4%	-17%	-3%	-1%	8%	12	0%	-17	-1%	-2
